# Source: PubChem BioAssay
# EZH2 inh – blocks human EZH2/PRC2 H3K27 methylation; Q15910; DELFIA TRF, 1 h; inhibition, % at 12.5 µM; actives 0.35% (n = 57,000);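 active = mean inhibition of replicates at least 50% and every single replicate also reaching 50%; inconclusive = mean inhibition at least 50% but some replicate falls below 50%; inactive = mean inhibition under 50%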;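 note: dimethyl H3K27 on biotinylated H3 21-44 peptide detected by antibody; plate controls were median neutral control wells for no effect and median positive control wells for full effect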
# IDH1 mut inh – IDH1 R132H (human) inhibition. actives 0.18% (n = 70,000). AID 624101. inhibition, % at 10 µM. IDH1 R132H reductase, diaphorase/resazurin fluorescence, 60 min; in the data active = inhibition above about 34%; inconclusive = no clear call, values can overlap the other calls; inactive = below about 11%;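 note: 0% = DMSO and 100% = no enzyme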
# Target sequence (O75874 whole entry R132H): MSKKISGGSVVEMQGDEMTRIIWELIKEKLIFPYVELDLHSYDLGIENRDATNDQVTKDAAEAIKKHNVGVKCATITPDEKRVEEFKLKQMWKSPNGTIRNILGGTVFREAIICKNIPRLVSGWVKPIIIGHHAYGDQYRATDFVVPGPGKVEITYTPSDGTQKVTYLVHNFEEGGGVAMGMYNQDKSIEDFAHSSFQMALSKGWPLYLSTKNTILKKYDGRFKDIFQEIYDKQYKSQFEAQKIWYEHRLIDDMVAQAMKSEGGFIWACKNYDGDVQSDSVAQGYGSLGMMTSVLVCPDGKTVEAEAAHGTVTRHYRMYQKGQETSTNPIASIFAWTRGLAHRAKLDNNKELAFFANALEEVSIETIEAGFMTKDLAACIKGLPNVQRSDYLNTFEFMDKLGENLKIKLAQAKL
# The depositor's hits bear a star; ? = inconclusive; nt = not tested or not shown. Some of the compounds tested; count on the stated rates, not on these rows.
# Results follow in this order: EZH2 inh, IDH1 mut inh
C[C@@H]1CCCCO[C@H](CN(C)C(=O)CCCN(C)C)[C@@H](C)CN([C@H](C)CO)C(=O)c2cc(NC(=O)Nc3ccc(C(F)(F)F)cc3)ccc2O1
→ nt, 1.9
CC(C)NC(=O)Nc1cccc2c1O[C@H](CN(C)S(=O)(=O)c1ccccc1)[C@@H](C)CN([C@H](C)CO)C2=O
→ 10.2, nt
CO[C@@H]1CN(C)C(=O)c2cc(NC(=O)C3CC3)ccc2OC[C@H](C)NC[C@H]1C
→ -3.6, -0.1
C[C@H]1CN([C@@H](C)CO)C(=O)c2cc(NS(=O)(=O)c3cn(C)cn3)ccc2O[C@@H]1CN(C)C(=O)Nc1ccccc1
→ nt, 0.5
COc1ccc(CN(C)C[C@@H]2Oc3ccc(NC(=O)CCC(F)(F)F)cc3CC(=O)N([C@@H](C)CO)C[C@@H]2C)cc1
→ 10.0, 0.1
CC(Sc1nc2ccccc2[nH]1)c1nc2ccccc2[nH]1 (stereo not drawn)
→ 5.8, 1.7
C[C@@H]1CN([C@H](C)CO)C(=O)Cc2cc(NC(=O)Nc3ccc(C(F)(F)F)cc3)ccc2O[C@@H]1CN(C)Cc1ccc2c(c1)OCO2
→ nt, 0.4
COc1ccc(NC(=O)N(C)C[C@@H]2Oc3c(NC(=O)NC4CCCCC4)cccc3C(=O)N([C@@H](C)CO)C[C@H]2C)cc1
→ 0.7, nt
CCc1ccc(OCCSc2nc(C)cc(=O)[nH]2)cc1
→ -2.8, 0.5
C[C@@H]1CN([C@@H](C)CO)C(=O)c2cc(-c3cccc(F)c3)cnc2O[C@@H]1CN(C)Cc1cncnc1
→ 9.3, -6.7
C[C@H](CO)N1C[C@H](C)[C@H](CN(C)CC2CC2)Oc2ccc(NC(=O)C3CC3)cc2C1=O
→ -0.3, 0.0
COc1ccc(CN(C)C[C@H]2Oc3ccc(NC(=O)CCCCCC(=O)Nc4ccccc4N)cc3CC(=O)N([C@@H](C)CO)C[C@@H]2C)cc1
→ -14.8, nt
Cc1ccc(S(=O)(=O)N[C@@H]2C=C[C@@H](CC(=O)NCCCN(C)C)O[C@@H]2CO)cc1
→ 1.4, -0.1
COc1cccc(NC(=O)N[C@@H]2CC[C@@H](CC(=O)N3CCOCC3)O[C@H]2CO)c1
→ -13.3, 0.5
CCCNC(=O)C[C@@H]1C[C@@H]2c3cc(NS(=O)(=O)c4ccc(F)cc4)ccc3O[C@@H]2[C@H](CO)O1
→ -6.0, -1.2

# A run of entries from the list above:
# Results follow in this order: EZH2 inh, IDH1 mut inh
COc1ccc(CN(C)C[C@H]2Oc3ccc(NC(=O)CCCCCC(=O)Nc4ccccc4N)cc3CC(=O)N([C@@H](C)CO)C[C@@H]2C)cc1
→ -14.8, nt
Cc1ccc(S(=O)(=O)N[C@@H]2C=C[C@@H](CC(=O)NCCCN(C)C)O[C@@H]2CO)cc1
→ 1.4, -0.1
COc1cccc(NC(=O)N[C@@H]2CC[C@@H](CC(=O)N3CCOCC3)O[C@H]2CO)c1
→ -13.3, 0.5
CCCNC(=O)C[C@@H]1C[C@@H]2c3cc(NS(=O)(=O)c4ccc(F)cc4)ccc3O[C@@H]2[C@H](CO)O1
→ -6.0, -1.2

# (further entries)
# Results follow in this order: EZH2 inh, IDH1 mut inh
CCC(=O)N(C)C[C@@H]1Oc2ncc(-c3ccccc3C)cc2C(=O)N([C@@H](C)CO)C[C@H]1C
→ -5.2, 0.2
C[C@@H]1CN([C@H](C)CO)C(=O)Cc2cc(NS(=O)(=O)c3ccc(Cl)cc3)ccc2O[C@@H]1CN(C)C(=O)Nc1ccc2c(c1)OCO2
→ nt, 0.1
Cn1c(CSc2ccnc3cc(Cl)ccc23)nnc1SCC(=O)c1ccc(Cl)s1
→ -8.6, 0.2
C[C@@H]1CN([C@@H](C)CO)C(=O)c2cccc(NC(=O)c3ccc(-c4nccs4)cc3)c2O[C@@H]1CN(C)C(=O)NC1CCCCC1
→ nt, -5.2
O=C(NCC[C@H]1CC[C@@H](NC(=O)c2ccncc2)[C@H](CO)O1)Nc1ccc(Cl)cc1
→ -9.8, 0.4
C[C@H](CO)N1C[C@H](C)[C@@H](CN(C)Cc2ccncc2)OCCCC[C@H](C)Oc2ccc(NC(=O)Nc3cccc4ccccc34)cc2C1=O
→ nt, -7.9
CC(C)CC#Cc1ccc2c(c1)O[C@H](CN(C)C(=O)Cc1cccnc1)[C@H](C)CN([C@@H](C)CO)S2(=O)=O
→ -8.0, 8.2
CO[C@@H](CN(C)C(=O)c1ccccc1F)[C@H](C)CN([C@H](C)CO)S(=O)(=O)c1ccccc1
→ 1.9, -0.1
O=C(N[C@@H]1CC[C@H](CC(=O)N2CCN(c3ccccc3)CC2)O[C@@H]1CO)c1ccccc1
→ -4.2, 0.0
CCN(Cc1ccccc1)S(=O)(=O)c1nc2nc(C)c(C)c(C)n2n1
→ ?, -2.4
Cc1ccc(S(=O)(=O)Nc2ccc3c(c2)C(=O)N([C@@H](C)CO)C[C@H](C)[C@@H](CN(C)C(=O)NC(C)C)O3)cc1
→ 9.7, 0.6
Cc1noc(C)c1S(=O)(=O)N(C)C[C@H]1OCCCC[C@H](C)Oc2ccc(NC(=O)Nc3cccc4ccccc34)cc2C(=O)N([C@H](C)CO)C[C@H]1C
→ nt, 1.3
CS(=O)(=O)Nc1ccc2c(c1)[C@@H]1C[C@@H](CC(=O)NCC(F)(F)F)O[C@H](CO)[C@@H]1O2
→ -7.2, 0.2
O=C(CC1CC1)Nc1ccc2c(c1)[C@@H]1C[C@@H](CC(=O)N3CCOCC3)O[C@H](CO)[C@@H]1O2
→ 1.4, -0.3
CO[C@@H](CN(C)S(=O)(=O)c1ccc(F)cc1)[C@@H](C)CN(C(=O)Nc1ccccc1F)[C@@H](C)CO
→ 11.1, -0.1

# The results go on.
# Results follow in this order: EZH2 inh, IDH1 mut inh
C[C@H](CO)N1C[C@H](C)[C@@H](CN(C)C(=O)Nc2ccc(F)cc2)Oc2ccc(NC(=O)C3CC3)cc2CC1=O
→ nt, -0.6
CO[C@H]1CN(C)C(=O)c2ccc(NS(=O)(=O)c3ccccc3)cc2OC[C@@H](C)N(Cc2cccnc2)C[C@@H]1C
→ 7.3, 0.1
O=C(C[C@@H]1C[C@H]2c3cc(NC(=O)Nc4ccccc4F)ccc3O[C@H]2[C@@H](CO)O1)NCc1cc(F)ccc1F
→ -5.5, -0.4
COc1cc([N+](=O)[O-])ccc1NC(=O)CCN1C(=O)C2C3C=CC(C4CC34)C2C1=O (stereo not drawn)
→ -44.2, 0.2
C[C@H](CO)N1C[C@H](C)[C@@H](CN(C)Cc2ccncc2)Oc2ccc(NC(=O)CCC(F)(F)F)cc2C1=O
→ 5.8, nt
C[C@@H]1CN([C@@H](C)CO)C(=O)c2ccccc2-c2ccccc2CO[C@H]1CN(C)S(=O)(=O)c1cccc(C#N)c1
→ 2.3, nt
COc1cccc(NC(=O)N[C@@H]2C=C[C@@H](CC(=O)NCc3ccccn3)O[C@@H]2CO)c1
→ -69.2, 0.0
Cc1noc(C)c1S(=O)(=O)Nc1ccc2c(c1)C(=O)N([C@@H](C)CO)C[C@@H](C)[C@H](CN(C)C(=O)NC(C)C)OCCCC[C@@H](C)O2
→ nt, 0.4
Cc1ccc(NC(=O)COc2ccc(I)cc2)c(C(=O)O)c1
→ 12.6, -1.0
O=C(C[C@H]1C[C@@H]2c3cc(NC(=O)Cc4ccncc4)ccc3O[C@@H]2[C@H](CO)O1)NCCN1CCCCC1
→ 9.0, -0.5
CC(C)(C)NS(=O)(=O)c1ccc(OCC(=O)N2CCOCC2)cc1
→ 4.0, 0.2
C[C@@H]1CN([C@@H](C)CO)C(=O)c2cc(C3=CCCCC3)cnc2O[C@@H]1CN(C)C(=O)Cc1cccnc1
→ nt, -0.5
Cc1noc(C)c1NC(=O)N(C)C[C@@H]1Oc2c(NC(=O)Nc3ccccc3)cccc2C(=O)N([C@H](C)CO)C[C@H]1C
→ nt, -1.3
CS(=O)(=O)N(CC(=O)Nc1ccccc1)c1cccc(F)c1
→ 13.3, 0.6
O=C(NCC[C@@H]1CC[C@@H](NS(=O)(=O)Cc2ccccc2)[C@H](CO)O1)C1CCC1
→ 0.1, 0.3

# (listing goes on)
# Results follow in this order: EZH2 inh, IDH1 mut inh
CC(=O)N(C)C[C@H]1OCc2ccccc2-c2ccccc2C(=O)N([C@H](C)CO)C[C@H]1C
→ 0.5, -1.0
C[C@@H]1CN([C@@H](C)CO)S(=O)(=O)c2ccc(C3=CCCCC3)cc2O[C@H]1CN(C)C
→ -2.1, 0.4
C[C@@H]1CN([C@H](C)CO)C(=O)Cc2cc(NC(=O)Nc3ccccc3)ccc2O[C@H]1CN(C)Cc1ccccc1
→ -11.9, 2.4
COc1ccc(CN(C)C[C@@H]2OCCCC[C@@H](C)Oc3ccc(NC(=O)Nc4ccc(OC)cc4)cc3C(=O)N([C@H](C)CO)C[C@@H]2C)cc1
→ nt, 0.6
C[C@H](CO)N1C[C@H](C)[C@H](CN(C)C(=O)Nc2ccnc(N3CCOCC3)c2)OCc2ccccc2-c2ccccc2C1=O
→ -1.0, nt
Cc1ccc(S(=O)(=O)Nc2ccc3c(c2)CC(=O)N([C@@H](C)CO)C[C@@H](C)[C@H](CN(C)S(=O)(=O)c2ccc(Cl)cc2)O3)cc1
→ nt, 0.4
O=C(Cc1ccccn1)N[C@H]1CC[C@H](CCNC(=O)c2cc(Cl)cc(Cl)c2)O[C@@H]1CO
→ -4.2, -0.2
C[C@@H]1CN([C@H](C)CO)C(=O)c2cccc(NC(=O)C3CC3)c2O[C@H]1CN(C)S(C)(=O)=O
→ -2.6, nt
COc1ccc(-c2cnc3c(c2)C(=O)N([C@@H](C)CO)C[C@@H](C)[C@H](CN(C)C(=O)Cc2cccnc2)O3)cc1
→ 6.6, -0.5
C[C@@H]1CN([C@@H](C)CO)C(=O)Cc2cc(NS(C)(=O)=O)ccc2O[C@H]1CN(C)Cc1ccc2c(c1)OCO2
→ 0.6, 0.1
C[C@@H]1CN([C@H](C)CO)C(=O)CCCn2cc(nn2)CO[C@@H]1CN(C)C(=O)Nc1ccccc1C(F)(F)F
→ 0.8, 3.7
CCCNC(=O)C[C@@H]1C[C@@H]2c3cc(NC(=O)Nc4ccccc4)ccc3O[C@@H]2[C@H](CO)O1
→ 2.0, -0.3
COc1ccc(NC(=O)C(C)Oc2cc(C)c(Cl)c(C)c2)c([N+](=O)[O-])c1 (stereo not drawn)
→ 15.8, -0.4
CCNC(=O)C[C@H]1CC[C@@H](NC(=O)C2CCOCC2)[C@@H](CO)O1
→ 0.2, -0.1
COCC#Cc1ccc2c(c1)O[C@@H](CN(C)CC1CC1)[C@@H](C)CN([C@@H](C)CO)S2(=O)=O
→ -9.2, 0.4

# Continued:
# Results follow in this order: EZH2 inh, IDH1 mut inh
COc1ccc(N(CC(=O)N2CCN(c3ccccc3F)CC2)S(C)(=O)=O)c(OC)c1
→ -18.5, -0.4
COc1cc(S(=O)(=O)NC2CC(C)(C)NC(C)(C)C2)c(OC)cc1Cl
→ 6.3, 0.1
CO[C@@H]1CN(C)C(=O)c2ccc(NC(=O)c3ccccc3F)cc2OC[C@@H](C)N(C)C[C@@H]1C
→ 7.6, nt
O=S(=O)(c1ccc(-c2cc(C(F)(F)F)on2)s1)N1CCc2c([nH]c3ccc(F)cc23)C1
→ -16.1, 1.1
Oc1cc(O)c2c(c1)OC(c1ccc(O)c(O)c1)C(O)C2 (stereo not drawn)
→ nt, -3.7
CO[C@@H]1CN(C)C(=O)c2ccc(NC(=O)c3ccc(F)cc3)cc2OC[C@H](C)N(C(=O)CC2CC2)C[C@H]1C
→ 1.2, -0.1
COc1ccc(CN(C)C[C@H]2OCCCC[C@@H](C)Oc3ccc(NS(C)(=O)=O)cc3C(=O)N([C@@H](C)CO)C[C@H]2C)cc1
→ 1.0, nt
CNC[C@@H]1Oc2cc(C#Cc3ccc(OC)cc3)ccc2S(=O)(=O)N([C@H](C)CO)C[C@H]1C
→ nt, 0.6
COC(=O)c1ccccc1NC(=O)COc1ccc([N+](=O)[O-])c(C)c1
→ -3.5, 0.9
C/C=C/c1ccc2c(c1)O[C@@H](CN(C)C(=O)COC)[C@H](C)CN([C@H](C)CO)S2(=O)=O
→ 0.1, 0.7
CCCC#Cc1cnc2c(c1)C(=O)N([C@H](C)CO)C[C@@H](C)[C@@H](CN(C)C(=O)NCCC)O2
→ 1.3, 0.2
NC(=O)C1(N2CCCCC2)CCN(CC(=O)Nc2ccc(Br)cc2)CC1
→ -13.5, 0.2
C[C@@H]1CN([C@H](C)CO)C(=O)Cc2cc(NC(=O)Nc3cccc4ccccc34)ccc2O[C@H]1CN(C)Cc1ccncc1
→ 0.8, -0.1
CO[C@H]1CN(C)C(=O)c2ccc(NS(C)(=O)=O)cc2OC[C@@H](C)N(C(=O)CC2CC2)C[C@H]1C
→ -1.6, 0.0
CCCN1C[C@@H](C)[C@@H](OC)CN(C)C(=O)c2ccc(NC(=O)c3cnccn3)cc2OC[C@@H]1C
→ 0.1, -0.1

# Next section.
# Results follow in this order: EZH2 inh, IDH1 mut inh
CC(=O)N(C)C[C@H]1Oc2cc(C#CC3CCCCC3)ccc2S(=O)(=O)N([C@@H](C)CO)C[C@H]1C
→ -20.0, 0.7
COCCNc1ncnc2c1cnn2Cc1ccc(C)cc1
→ -4.8, -0.6
C[C@H]1CN([C@@H](C)CO)C(=O)c2cc(NS(=O)(=O)c3cn(C)cn3)ccc2O[C@@H]1CN(C)Cc1ccncc1
→ 11.3, 0.5
Cc1ccc(S(=O)(=O)N(C)C[C@H]2Oc3ccc(N(C)C)cc3CC(=O)N([C@H](C)CO)C[C@@H]2C)cc1
→ nt, -20.3
CO[C@@H]1CN(C)C(=O)c2cc(NC(=O)Cc3ccccc3)ccc2OC[C@H](C)NC[C@@H]1C
→ -32.3, 0.0
Cc1ccc(Oc2coc3cc(OCC(=O)Nc4ccccc4C(F)(F)F)ccc3c2=O)cc1
→ nt, -0.2
